Compound activity deposited in PubChem by several laboratories.
GDH-TPI counter: counter-screen for M. tuberculosis FBA inhibitors: GDH-TPI coupled enzymes; GDH-TPI coupled enzyme counterscreen, NADH absorbance; inhibition, % at 4.8 µM; 360,000 compounds, 1.2% hits; in the data active = inhibition above about 30%;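 note: 0% = DMSO wells and 100% = wells lacking the enzyme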
Mtb FBA inh: Mtb fructose-bisphosphate aldolase inhibition; P9WQA3; 360,000 compounds, 2.3% hits; purified M. tuberculosis FBA, fluorescence read-out; inhibition, % at 1 µM; AID 588726; in the data active = inhibition above about 27%;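 note: 0% = vehicle and 100% = reference inhibitor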
3CLpro inhibitor: SARS-CoV 3CLpro protease inhibition | AID 1706 | inhibition, % at 6 µM | 290,000 compounds, 0.14% hits | recombinant SARS-CoV 3CLpro, quenched FRET peptide cleavage; in the data active = inhibition above about 12%
MazEF act: activators of E. coli MazEF toxin-antitoxin RNase. P0AE70. 350,000 compounds, 0.32% hits. FAM/BHQ RNA-DNA oligo cleavage fluorescence, 5 h. activation, % at 20 µM; in the data active = activation above about 50%
Target sequence (P0AE70 whole entry, looked up): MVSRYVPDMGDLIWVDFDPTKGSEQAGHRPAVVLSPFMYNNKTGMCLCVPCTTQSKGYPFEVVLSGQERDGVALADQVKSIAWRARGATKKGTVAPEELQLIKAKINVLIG
PriA SSB inh: K. pneumoniae PriA-SSBct interaction inhibition. AlphaScreen SSBct-PriA binding, biotinylated peptide. inhibition, % at 33 µM. 430,000 compounds, 0.6% hits; in the data active = inhibition mostly above about 37%, no sharp cut-off; inactive = mostly below about 20%;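 note: plate controls were negative control peptide for no effect and reference peptide for full effect; strong numbers were not always called active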
Mtb UGM inh: blocks M. tuberculosis UGM enzyme | purified UGM, fluorescence polarization probe displacement | P9WIQ1 | 320,000 compounds, 0.06% hits | inhibition, % at 10 µM | AID 504406; in the data active = inhibition above about 10%, passing the limit was not always enough
Target sequence (P9WIQ1 whole entry, looked up): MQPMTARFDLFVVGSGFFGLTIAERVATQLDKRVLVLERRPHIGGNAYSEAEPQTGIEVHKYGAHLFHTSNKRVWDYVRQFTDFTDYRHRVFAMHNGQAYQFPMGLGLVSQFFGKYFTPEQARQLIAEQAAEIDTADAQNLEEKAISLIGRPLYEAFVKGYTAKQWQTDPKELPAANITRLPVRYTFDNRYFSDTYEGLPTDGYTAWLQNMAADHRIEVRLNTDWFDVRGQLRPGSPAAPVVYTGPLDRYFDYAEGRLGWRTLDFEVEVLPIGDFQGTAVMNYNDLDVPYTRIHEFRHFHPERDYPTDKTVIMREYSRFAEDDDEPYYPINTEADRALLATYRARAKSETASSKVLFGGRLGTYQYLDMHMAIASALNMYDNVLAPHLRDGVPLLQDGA
BH1578 lux ind: inducers of Vibrio cholerae quorum light production without autoinducers; V. cholerae BH1578 lux reporter, luminescence, 6 h; activation, % at 18.7 µM; 350,000 compounds, 0.16% hits; in the data active = activation mostly above about 9.7%, no sharp cut-off; note: not every result past the cut was called active; inactives centre near 0; reference of the scale not given here
BioA inh: inhibitors of Mycobacterium tuberculosis BioA enzyme | purified M. tuberculosis BioA enzyme, plate reader | inhibition, % at 9.99 µM | 360,000 compounds, 0.096% hits; in the data active = inhibition above about 40%
VHR inh abs: DUSP3 (human) phosphatase inhibition; P51452; recombinant VHR phosphatase, pNPP absorbance; inhibition, % at 13.3 µM; 290,000 compounds, 0.52% hits; AID 1654; in the data active = inhibition above about 50%; note: some compounds called inactive have numbers as strong as hits
Target sequence (P51452 whole entry, looked up): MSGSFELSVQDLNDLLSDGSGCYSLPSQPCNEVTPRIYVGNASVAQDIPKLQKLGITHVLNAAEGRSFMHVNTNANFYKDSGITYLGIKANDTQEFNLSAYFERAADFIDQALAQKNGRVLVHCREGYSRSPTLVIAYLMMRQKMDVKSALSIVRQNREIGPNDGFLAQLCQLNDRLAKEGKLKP
Rv3671c protease: inhibitors of M. tuberculosis serine protease Rv3671c. inhibition, % at 5.96 µM. 320,000 compounds, 0.048% hits. P9WHR9; in the data active = inhibition above about 38%;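 note: extracellular domain of Rv3671c used as enzyme; 0% = enzyme with DMSO and 100% = no enzyme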
Target sequence (P9WHR9 whole entry, looked up, the tested form may be a part): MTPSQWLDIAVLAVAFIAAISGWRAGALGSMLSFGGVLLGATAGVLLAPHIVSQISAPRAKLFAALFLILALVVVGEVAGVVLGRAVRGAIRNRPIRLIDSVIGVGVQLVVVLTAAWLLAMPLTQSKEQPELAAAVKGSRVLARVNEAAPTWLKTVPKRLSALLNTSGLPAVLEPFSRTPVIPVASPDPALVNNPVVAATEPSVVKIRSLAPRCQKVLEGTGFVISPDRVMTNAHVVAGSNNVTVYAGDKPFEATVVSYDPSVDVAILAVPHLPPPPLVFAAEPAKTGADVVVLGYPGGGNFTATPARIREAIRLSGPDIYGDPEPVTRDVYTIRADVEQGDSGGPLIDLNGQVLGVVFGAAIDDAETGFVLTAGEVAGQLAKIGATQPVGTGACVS
The depositor's hits bear a star; i = inactive; / = no result given. These rows are one share of the data, so the mix of outcomes need not match the whole.

item	smiles	GDH-TPI counter	Mtb FBA inh	3CLpro inhibitor	MazEF act	PriA SSB inh	Mtb UGM inh	BH1578 lux ind	BioA inh	VHR inh abs	Rv3671c protease
1	Nc1nnc(CC(=O)N/N=C/c2ccc(-c3ccccc3)o2)s1	47*	2	3	-12	/	-1.6	-3.3	/	33	-3
2	COc1ccc(CCN(C)C(=O)CN2C(=O)NC3(CCCCCC3)C2=O)cc1OC	9	3	/	6	1	-0.8	i	-1.0	/	-2
3	Cc1ccc(-c2ccnc3nc(Sc4ncc(C(F)(F)F)cc4Cl)nn23)cc1	15	25	-2	-16	-6	0.9	-0.4	-3.6	10	-7
4	O=C(Nc1ccc(Cl)cc1)N1CCN(Cc2ccc3c(c2)OCO3)CC1	7	-1	-2	1	3	-4.1	i	3.9	-13	2
5	O=C(COC(=O)c1nn(-c2ccccc2C(F)(F)F)cc1O)c1ccc(OC(F)F)cc1	1	-1	/	6	-20	-1.1	i	0.0	/	4
6	O=C(CN1CCN(S(=O)(=O)c2ccccc2)CC1)Nc1ccc2c(c1)CCC2	-1	0	-2	7	3	1.5	-0.3	/	2	-7
7	CC(=O)N(Cc1ccc(F)cc1)C1=C(NCCc2ccccc2)C(=O)c2ccccc2C1=O	11	-4	11	-4	74	0.6	1.0	3.3	6	-50
8	COc1ccc(-c2cn3c(C)c(C(=O)N4CCN(c5ccc(F)cc5)CC4)sc3n2)cc1	-3	-2	-1	10	2	-0.5	-1.1	1.3	29	4
9	CC(NS(=O)(=O)c1ccc2c(c1)CC(C)N2C(=O)C1CC1)c1ccccc1 (configuration not stated)	0	2	2	3	-12	1.6	0.5	2.4	17	6
10	CC1(C)Cc2c(sc(NC(=O)c3ccc(C(=O)c4ccccc4)cc3)c2C#N)C(C)(C)N1	11	-3	1	-3	0	-0.3	1.7	0.0	-4	-9
11	CC1(C)OC(=O)C(=CNc2ccccc2F)C(=O)O1	12	0	3	-3	-19	3.4	-0.7	-2.2	-6	-4
12	CCCNC(=O)NC(=O)COC(=O)CC(NC(N)=O)c1ccc(Cl)cc1 (configuration not stated)	-1	-6	-6	-19	-14	-0.4	-0.8	/	2	-10

A different layout for some results above.
[5] O=C(COC(=O)c1nn(-c2ccccc2C(F)(F)F)cc1O)c1ccc(OC(F)F)cc1
  GDH-TPI counter: 1; Mtb FBA inh: -1; 3CLpro inhibitor: /; MazEF act: 6; PriA SSB inh: -20; Mtb UGM inh: -1.1; BH1578 lux ind: i; BioA inh: 0.0; VHR inh abs: /; Rv3671c protease: 4
[4] O=C(Nc1ccc(Cl)cc1)N1CCN(Cc2ccc3c(c2)OCO3)CC1
  GDH-TPI counter: 7; Mtb FBA inh: -1; 3CLpro inhibitor: -2; MazEF act: 1; PriA SSB inh: 3; Mtb UGM inh: -4.1; BH1578 lux ind: i; BioA inh: 3.9; VHR inh abs: -13; Rv3671c protease: 2
[8] COc1ccc(-c2cn3c(C)c(C(=O)N4CCN(c5ccc(F)cc5)CC4)sc3n2)cc1
  GDH-TPI counter: -3; Mtb FBA inh: -2; 3CLpro inhibitor: -1; MazEF act: 10; PriA SSB inh: 2; Mtb UGM inh: -0.5; BH1578 lux ind: -1.1; BioA inh: 1.3; VHR inh abs: 29; Rv3671c protease: 4
[1] Nc1nnc(CC(=O)N/N=C/c2ccc(-c3ccccc3)o2)s1
  GDH-TPI counter: 47*; Mtb FBA inh: 2; 3CLpro inhibitor: 3; MazEF act: -12; PriA SSB inh: /; Mtb UGM inh: -1.6; BH1578 lux ind: -3.3; BioA inh: /; VHR inh abs: 33; Rv3671c protease: -3

(more compounds)
item	smiles	GDH-TPI counter	Mtb FBA inh	3CLpro inhibitor	MazEF act	PriA SSB inh	Mtb UGM inh	BH1578 lux ind	BioA inh	VHR inh abs	Rv3671c protease
13	COc1ccc(-c2nn(-c3ccccc3)cc2/C=N/NC(=O)c2cccc(S(=O)(=O)Nc3ccccc3Cl)c2)cc1	32*	1	4	-4	/	-1.0	-0.3	/	11	-164
14	O=C(CN1CCOCC1)Nc1scc(-c2ccccc2)c1C(=O)N1CCOCC1	-6	-3	-1	8	6	-1.2	-2.0	-0.4	10	7
15	CC(=O)Nc1c(C(=O)NCc2ccccc2)nnn1Cc1ccccc1	4	-2	1	0	-3	-1.2	7.1	-3.1	15	-11
16	O=C(Cn1nnc(-c2ccc(Cl)cc2)n1)NC(=O)NC1CCCC1	-11	-3	/	2	/	/	-0.5	-0.1	/	/
17	CCCCCOC(=O)C1=C(C)NC(=O)NC1c1ccc(OC)cc1 (configuration not stated)	-1	0	6	-1	-8	1.7	i	-1.1	-18	-4
18	Cc1c(NC(=O)COC(=O)CSc2ccc(C(N)=O)cc2[N+](=O)[O-])c(=O)n(-c2ccccc2)n1C	2	5	5	8	-5	0.2	i	1.8	-2	-4
19	Cc1c(C(=O)OC2CCC(C)CC2)[nH]c2c1C(=O)CCC2 (configuration not stated)	4	-1	-7	4	-1	0.2	i	0.7	16	-17
20	CNC(=S)Nc1ccc([N+](=O)[O-])c(C)c1	15	2	2	4	12	-0.4	i	1.7	1	2
21	COc1cc2nc(CN3CCN(S(=O)(=O)c4cc(C)ccc4C)CC3)[nH]c(=O)c2cc1OC	3	3	/	3	5	-1.5	-0.8	0.8	/	6
22	O=C(Nc1ccccc1N1CCCCC1)C1CC(=O)N(c2ccccc2F)C1 (configuration not stated)	-2	1	/	-2	5	2.2	-3.1	1.0	/	10
23	COc1ccc(C2CC(=O)c3cnc(N4CCc5ccccc54)nc3C2)c(OC)c1 (configuration not stated)	/	/	2	/	/	-3.5	/	/	0	4
24	COc1ccc(NC(=O)CN2CCN(S(=O)(=O)c3cccs3)CC2)cc1Cl	4	4	/	-5	2	-1.7	-1.3	1.8	/	-5
25	Cc1cc(=O)oc2cc(OCC(=O)NCc3ccccn3)ccc12	6	14	-3	0	6	-1.3	-3.1	1.1	15	-10
26	Cc1ccc2nsnc2c1-n1c(C)nc2ccccc2c1=O	3	-1	-6	0	10	4.2	-0.4	27	26	-2
27	O=C(O)Cn1cc(C(=S)N2CCOCC2)c2ccccc21	7	1	0	5	-17	2.1	-4.2	-1.9	10	-5
28	CCCCNC(=O)c1cn(C)c2ccc(S(=O)(=O)N3CC(C)CC(C)C3)cc2c1=O (configuration not stated)	7	4	0	13	4	0.4	-3.4	-2.9	-2	-5
29	Cc1cc(C)c(NC(=S)N2CCN(c3ccc([N+](=O)[O-])cn3)CC2)cc1C	17	-4	-2	7	6	-0.6	-1.4	7.1	-10	-6
30	CC1(C)CC(N2CCCC2)=CC(=[N+]2CCCCC2)C1	29	-2	3	-5	6	0.1	2.3	-0.2	4	-9
31	C#CCOCCOCCOCCNc1nc(N2CCN(C(=O)[C@H](CCC(=O)O)n3cc(C(N)Cc4ccc(O)cc4)nn3)CC2)nc(N2CCN(C(=O)[C@H](CCC(=O)O)n3cc(C(N)[C@H](C)CC)nn3)CC2)n1 (some centres not stated)	9	-1	-2	6	-18	2.5	-0.4	3.9	21	2
32	Cn1cnnc1SCC(=O)N1N=C(c2ccc(Cl)cc2)CC1c1ccco1 (configuration not stated)	-3	-4	-3	2	2	-4.0	-0.2	/	-11	3
33	S=C(NCc1cccs1)Nc1cccc2ccccc12	3	5	2	4	8	1.3	-0.5	2.5	5	0
34	Cc1ccc(N(C(=O)Cn2nnc(-c3ccccc3F)n2)C(C(=O)NC2CCCC2)c2ccncc2)cc1 (configuration not stated)	-4	1	2	6	2	-0.8	i	-1.0	1	-2
35	Cc1c(C(=O)NCCSc2ccc(Cl)cc2)cccc1[N+](=O)[O-]	1	1	-1	-1	-10	0.0	1.0	1.5	-10	-5
36	Cc1oc2cc3oc(=O)c(CC(=O)N[C@H](C(=O)N[C@@H](C(=O)O)c4ccccc4)C(C)C)c(C)c3cc2c1C	23	9	2	-3	6	0.5	-0.4	1.1	16	0
37	CCOC(=O)CSCC(=O)Nc1c(C(=O)C2CC2)oc2ccccc12	18	5	2	-2	-9	-0.5	i	0.9	18	-6
38	Nc1cc(C(=O)OCC(=O)N2CCOCC2)ccc1Cl	-3	8	1	4	11	0.0	-0.3	-2.3	11	4
39	CCOC(=O)c1c(C)[nH]c(C(=O)OCC(=O)Nc2cc(C)ccc2OC)c1C	-6	3	2	7	-2	-0.3	i	-0.3	22	7
40	Cc1nc(NCc2ccco2)[nH]c(=O)c1CCC(C)C	0	2	3	11	-3	3.0	-5.6	10	10	-8
41	Cc1ccc(C)c2c1CCCC2=O	9	0	/	-8	/	/	1.4	-1.0	/	/
42	Cc1ccc(S(=O)(=O)NC(=O)C2(C)CCN2C(=O)c2ccccc2CCc2ccccc2)nc1 (configuration not stated)	-1	-2	/	/	/	/	-0.3	-1.1	/	/
43	CN(CC(=O)N1CCN(c2ncccn2)CC1)S(=O)(=O)c1ccc(Cl)cc1	-1	-2	0	-5	-13	2.7	-0.5	/	8	-1
44	CS(=O)(=O)c1ccccc1C(=O)Nc1cccc2ncccc12	-5	0	0	-14	-9	7.0	-0.1	/	15	-1
45	C/C(=N\NC(=O)c1nnn(-c2nonc2N)c1CN(C)C)c1ccco1	14	1	1	3	/	8.2	-0.2	-0.5	1	2
46	COc1ccc(Cl)cc1NC(=O)CSc1nnc(C2CC2)n1N	-1	-1	/	1	-8	/	-0.9	1.5	/	/
47	O=C(CN1CCN(c2cccc(Cl)c2)CC1)c1ccc(O)cc1O	31*	1	4	7	-3	0.6	i	0.5	-10	2
48	O=C(COC(=O)C12CC3CC(CC(O)(C3)C1)C2)NCCc1ccc(Cl)cc1	-1	-2	4	-7	-8	6.1	0.7	/	4	4
49	O=C1CSCC(=O)N1Cc1ccc(Cl)c(Cl)c1	6	7	3	-2	-20	1.9	i	-0.9	/	1
50	CCOC(=O)c1nc(C)n(-c2cc(OC)c(Cl)cc2Cl)n1	-2	-3	3	12	-10	-0.3	-0.5	/	32	9
51	COc1ccc(-c2csc3nc(-c4ccccc4F)oc(=O)c23)cc1OC	30	2	2	6	-12	2.4	-0.5	-3.6	27	-27
52	COC(=O)c1cccc2c(C(=O)O)cc(-c3ccccc3)nc12	5	-4	/	3	-6	/	i	/	/	/
53	O=C(Nn1cnc2ccccc2c1=O)c1ccc([N+](=O)[O-])cc1Cl	2	3	3	4	0	-0.1	i	/	-2	6
54	CCOC(=O)c1ccc(S(=O)(=O)N2CCN(C3CC(=O)N(c4ccccc4C(F)(F)F)C3=O)CC2)cc1 (configuration not stated)	-1	-2	/	-4	7	/	-3.7	-3.4	/	/
55	O=C(NCCCn1ccnc1)c1ccccc1NS(=O)(=O)c1ccc(F)c(F)c1	-15	-4	-1	-4	-9	1.5	-0.4	-0.2	19	-1
56	Cc1ccc(S(=O)(=O)N2CCOc3ccccc32)c(C)c1NS(C)(=O)=O	-4	-1	-3	-2	-2	-3.0	3.7	-1.0	11	-1
57	Cc1ccc(OCCN2CCN(c3ncnc4sc(C)c(C)c34)CC2)cc1	-2	0	4	-1	8	-0.3	-0.4	0.1	11	-4
58	COCCOc1cc(NC(=O)CS(=O)(=O)CC(=O)N(C)C)c(Cl)cc1Cl	-2	-2	3	5	-9	1.1	-1.0	/	8	0
59	O=C(NC1CCCCC1)c1ccc(-n2cnnn2)cc1	8	-2	1	7	-13	-1.7	-0.1	/	29	5
60	Cc1ccc(C)c(NC(=S)NCCc2ccc(F)cc2)c1	7	0	4	-2	3	-0.9	0.4	0.5	-18	-2
61	CCCCCC(=O)Nc1cccc(C2=NOC3(C2)C[C@H](C(N)=O)N(C(=O)COc2ccc(Cl)cc2)C3)c1 (some centres not stated)	9	7	/	2	-8	-2.0	i	-0.9	15	-9
62	C=CCNC(=O)C1CC2Cn3c(nc4cc5ccccc5cc43)C2N1C (configuration not stated)	-12	5	/	6	-7	-0.6	0.6	-0.1	-21	-1
63	COc1ccc(NC(=O)CN2C(=O)NC(C)(c3ccc4c(c3)OCO4)C2=O)cc1S(N)(=O)=O (configuration not stated)	0	-3	/	-3	-8	5.6	i	-0.9	/	-6
64	Cc1nn(CC(=O)NNC(=O)c2ccccc2F)c([N+](=O)[O-])c1Br	7	0	3	10	-2	-0.1	i	-0.7	12	7
65	Cc1ccc(C2=NOC3(CC(=O)N(c4ccccc4)C3=O)C2)cc1 (configuration not stated)	10	1	0	4	-7	1.2	7.1	-0.6	13	-1
66	O=C(COC(=O)CN1C(=O)C(=O)c2ccccc21)OCN1C(=O)c2ccccc2C1=O	-7	-2	2	4	-5	-0.1	-1.7	-0.8	14	-4
